Dynein transport – blocks dynein driven cargo transport along microtubules; 3617.4 mouse cells, GR-EGFP nuclear translocation imaging; test concentration mostly 20 µM; stimulated with dexamethasone, 1 µM; active compounds read low; z-score, hits read low; actives 0.47% (n = 220,000); AID 1381;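 active means plate z-score of nuclear minus cytoplasmic receptor signal below a set negative limit, without overly bright fluorescence or cell loss, cut at about -3.5 in these data, passing the limit was not always enough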;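 further: z-score of nuclear minus cytoplasmic ring GR-EGFP intensity difference per well; some compounds called inactive have numbers as strong as hits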
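Buffer or medium – tet-free medium with charcoal-stripped serum · Signal – automated 10x imaging of fixed Hoechst-stained cells · Also added – dexamethasone agonist, 1.0 µM final, for 30 min · Incubation – induction 48 h, compound 1 h, agonist 30 min · Read-out – GR-EGFP nuclear translocation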
Autophagy HCS – autophagy modulation, high-content screen; AID 463193; actives 0.98% (n = 190,000); MEF GFP-LC3 puncta imaging; test concentration mostly 10 µM; calls only at 10 µM (by protocol);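 active means percentage of spot-positive cells more than 3 SD above its plate mean, without a fluorescence outlier flag or 80% toxicity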;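 further: spot-positive cell cutoff set from DMSO-treated cells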
NOD2 inhibition – inhibition of NOD2-driven NF-kB reporter – cell-based, luminescence, uHTS, HEK293 (AID 1566) | HEK293 NOD2/NF-kB luciferase reporter, luminescence; higher % means a stronger effect | inhibition, % at 4 µM, or EC50 in µM where a hit was titrated | actives 0.63% (n = 290,000); in the data active means inhibition above about 50%; further: many of its hits are not listed in these tables
NOD1 NF-kB reporter – inhibition of NOD1-driven NF-kB reporter – cell-based, luminescence, uHTS, primary screen (AID 1578). actives 1% (n = 290,000). NOD1-driven NF-kB luciferase reporter cells, luminescence; higher % means a stronger effect. inhibition, % at 4 µM; hits with a dose series show EC50 in µM; in the data active means inhibition mostly above about 36%, no sharp cut-off; inactive means mostly below about 34%;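 further: HEK-293T reporter cells stimulated with the NOD1 agonist gamma-tri-DAP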
Ins promoter up – MIN6 insulin promoter up-regulation | MIN6 insulin promoter-GFP reporter, high-content imaging; active compounds read high | z-score at 5 µM | actives 0.3% (n = 190,000) | AID 1625;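 active means z-score above 3 at 5 µM with at least 500 cells counted in the well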
bCat nuc transl – alters nuclear translocation of beta-catenin in HeLa cells; immunofluorescence imaging; nuclear translocation activity, % at 5 µM; actives 0.3% (n = 190,000); AID 1665;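 active means nuclear translocation activity above 50% at 5 µM, with a well cell count of 50 or more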;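 further: per-cell ratio of nuclear to cytoplasmic median beta-catenin stain intensity; plate controls were DMSO negative control for no effect and GSK-3 inhibitor IX positive control for full effect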
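System: HeLa cells, endogenous beta-catenin; compound dosing: 5 µM primary single dose, 0.1% DMSO, 0.02–20 µM confirmation series; incubation: 24 h compound exposure at 37°C, 5% CO2; signal: beta-catenin immunofluorescence imaging with DAPI; evaluation: % activation, nuclear-to-cytoplasmic median beta-catenin signal ratio per cell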
MT stabilizer – stabilizes microtubules in HeLa cells. HeLa tubulin immunostaining HCS, 24 h; share of cells brighter than vehicle mean+2SD. % tubulin-high responders, % at 10 µM. actives 0.83% (n = 200,000);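 active means plate Z-score above 3 for both tubulin-high and condensed-nucleus cell shares, with cell loss under 80%, at 10 µM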;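 further: anti alpha tubulin signal scored within the nucleus-defined area of each cell; some results filed as inactive read as strong as hits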
P. falciparum M17LAP – P. falciparum M17LAP inhibitors, primary screen, biochemical, fluorogenic H-Leu-NHMec substrate, 1536-well (AID 1619). recombinant M17LAP, H-Leu-NHMec fluorogenic kinetic assay; higher % means a stronger effect. inhibition, % at 30 µM; hits with a dose series show IC50 in µM. actives 0.38% (n = 220,000);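 active means compound inhibiting the enzyme by more than half at any dose during confirmatory dose-response retesting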;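 further: plate controls were full reaction with DMSO carrier for no effect and no enzyme background for full effect; strong numbers were not always called active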
Yfh1-off respiration – enhancers of respiration in Yfh1-depleted yeast, dose response, Friedreich's ataxia, plus single-dose screen (AID 1465); S. cerevisiae Yfh1-off respiration, WST-1 reduction, 72 h; higher fold induction means a stronger effect; one-dose fold induction at 50 µM; EC50 in µM for titrated hits; actives 0.074% (n = 220,000);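 active means fold induction of absorbance versus untreated yeast above a set limit, then at least 30% activation at any dose in follow-up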;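 further: activators that raise dye reduction in frataxin-depleted yeast; strong numbers were not always called active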
Dynein transport cytoplasmic EGFP – second read-out of Dynein transport, no call of its own (marks repeat the call); z-score; measured here: cytoplasmic GR-EGFP intensity; active compounds read high
Dynein transport nuclear GR-EGFP – second read-out of Dynein transport, no call of its own (marks repeat the call); z-score; measured here: nuclear GR-EGFP intensity;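 lower value marks the stronger effect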
Dynein transport cell count – recorded beside Dynein transport, whose call it bears; z-score; measured here: cell count per field
Ins promoter up cell count – further read-out of Ins promoter up, marked with its call; cell count; measured here: cytotoxicity, nuclei count;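 total cells summed across four imaged fields per well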
bCat nuc transl cell count 5 µM – second read-out of bCat nuc transl, no call of its own (marks repeat the call); cell count; measured here: cell count, cytotoxicity flag
MT stabilizer Hoechst-high % – second read-out of MT stabilizer, no call of its own (marks repeat the call); % Hoechst-high responders; measured here: nuclear condensation Hoechst responders;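 share of cells brighter than vehicle mean plus two SD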
MT stabilizer cytotoxicity % – recorded beside MT stabilizer, whose call it bears; toxicity, %; measured here: cytotoxicity by cell density;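 0% = mean cell density of plate MIN control wells and 100% = no cells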
Autophagy HCS cell loss 18 h – second read-out of Autophagy HCS, no call of its own (marks repeat the call); toxicity, %; measured here: cell loss, nuclei count;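 cell loss after 18 h compound exposure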
The depositor's hits bear a star; i = inactive; · = not tested or not shown.

SMILES | Dynein transport | Dynein transport cytoplasmic EGFP | Dynein transport nuclear GR-EGFP | Dynein transport cell count | Autophagy HCS | Autophagy HCS cell loss 18 h | NOD2 inhibition | NOD1 NF-kB reporter | Ins promoter up | Ins promoter up cell count | bCat nuc transl | bCat nuc transl cell count 5 µM | MT stabilizer | MT stabilizer Hoechst-high % | MT stabilizer cytotoxicity % | P. falciparum M17LAP | Yfh1-off respiration
C(#CCN1CCOCC1)COCc1ccccc1 | -0.25 | -0.22 | -0.015 | 0.33 | i | 40 | 4% | 8% | 0.26 | 1290 | -1.4 | 1182 | 2.2 | 1.9 | 11 | 2% | i
COC(=O)Nc1ccc(N=C(N)N[N+](=O)[O-])cc1 | -0.97 | -0.12 | -0.66 | 0.36 | i | 27 | 11% | -31% | -0.19 | 1182 | -0.2 | 1038 | 1.7 | 1.8 | 2.0 | -2% | i
CNC(=O)Oc1cccc2ccccc12 | -0.09 | -0.27 | -0.26 | -0.32 | · | · | -5% | -1% | -0.31 | 1261 | 1.1 | 1303 | · | · | · | -2% | i
Cc1nc2cc([N+](=O)[O-])ccc2c(=O)n1-c1ccccc1[N+](=O)[O-] | 0.072 | 0.26 | 0.1 | -0.001 | i | 2 | 7% | -5% | · | · | 2.7 | 898 | 2.3 | 1.5 | 2.2 | -3% | i
COC(=O)C1=C(N)OC(C)=C(C(C)=O)C12C(=O)N(C)c1ccccc12 (centres undefined) | · | · | · | · | · | · | -15% | 4% | 0.56 | 1065 | -1.8 | 1159 | · | · | · | · | i
CCCCCCCCN=Cc1c(O)[nH]c(=O)[nH]c1=O | 0.74 | -0.046 | 0.51 | 1 | · | · | -30% | -2% | 0.28 | 990 | -1.5 | 1327 | · | · | · | 3% | i
CCN(CC)CCCOC(=O)C(OC)(c1ccccc1)c1ccccc1 | 0.0091 | -0.053 | 0.0084 | -0.56 | i | 0 | -13% | -6% | · | · | · | · | 0.7 | 0.9 | 5.8 | 6% | i
Cn1c(O)c(C2=NNC(c3ccc(Cl)cc3)C2)c(=O)n(C)c1=O (centres undefined) | 2.4 | -0.27 | 0.89 | -0.91 | · | · | 1% | -4% | -0.27 | 1397 | -0.7 | 1260 | · | · | · | 5% | i
COc1cccc(C2(C#N)CCN(C)CC2)c1 | -0.99 | -0.13 | -0.44 | 1.1 | i | 3 | 16% | -25% | -0.65 | 1214 | -0.2 | 1135 | 4.4 | 3.4 | 2.8 | -20% | i
N#CC1=C(N)Oc2c(c(=O)oc3ccccc23)C1c1ccncc1 (centres undefined) | 0.14 | -0.2 | 0.44 | 0.48 | i | 3 | -1% | -14% | -0.64 | 1466 | -1.3 | 877 | 2.5 | 1.6 | 8.4 | 20% | i
O=C1NC(=O)N(c2ccc(Cl)cc2)C(=O)/C1=C\c1ccc(Sc2nc3ccccc3[nH]2)o1 | -1.6 | 0.028 | -1.2 | 0.54 | i | 10 | 10% | 5% | -0.52 | 1364 | · | · | 1.7 | 3.3 | 3.0 | 54% | i
Fc1ccc(NC(=S)Nc2nccs2)cc1 | 1.9 | -0.086 | 0.76 | -1.8 | i | 4 | · | 5.3µM* | -1.4 | 988 | -2.7 | 1127 | 3.3 | 3.1 | 1.2 | 3% | i
CC12CC[C@H]3[C@@H](CCC4(O)C[C@H](O)CCC34/C=N/NC(=O)c3ccccc3Cl)C1(O)CCC2C1=CC(=O)OC1 (some centres undefined) | 0.29 | -0.23 | 0.7 | -0.57 | · | · | 25% | 3% | 0.31 | 1087 | -1.4 | 1331 | · | · | · | 6% | i
COc1cc(/C=N/NP(=S)(c2ccccc2)c2ccccc2)ccc1O | 1.4 | -0.018 | 1.2 | -0.92 | i | 8 | -1% | -15% | -0.38 | 810 | · | · | 2.1 | 1.8 | 8.7 | 16% | i
CC(C)OP(=O)(OC(C)C)C(O)c1ccccc1F (centres undefined) | -0.25 | -0.26 | -0.15 | 0.32 | i | -5 | -6% | -36% | -0.65 | 1462 | -0.2 | 1128 | 5.3 | 1.1 | 13 | -2% | i
Cc1ccc2c(c1)CC1(CN2C)C(=O)NC(=O)N(c2ccccc2C)C1=O (centres undefined) | -0.13 | -0.1 | 0.14 | 0.018 | i | -5 | 4% | -10% | 0.16 | 1237 | -3.6 | 874 | 4.7 | 2.8 | 8.0 | -4% | i
O=C(CN1C2CCC1CC(O)(c1cccnc1)C2)Nc1ccc2c(c1)OCO2 (centres undefined) | -0.11 | 0.21 | 0.54 | 0.94 | i | -7 | -1% | · | -0.12 | 1275 | -0.8 | 1107 | 2.9 | 1.6 | 4.3 | 3% | i
NCC1(c2ccc3c(c2)OCCO3)CCCC1 | 0.094 | -0.16 | 0.69 | 1.5 | i | -17 | -12% | -6% | 0.51 | 848 | 0.1 | 1061 | 2.6 | 1.4 | 7.5 | -9% | i
COc1cccc(O)c1CN1CCCC(C(=O)c2sccc2C)C1 (centres undefined) | -0.73 | -0.34 | -0.83 | 1.3 | i | 2 | 4% | -5% | -0.59 | 1391 | -2.3 | 1066 | 2.6 | 1.7 | 3.0 | 6% | i
Cc1cccc(N2C(=O)NC(=O)/C(=C/c3ccc(-c4ccc(C(=O)O)c(Cl)c4)o3)C2=O)c1 | -1.2 | -0.28 | -0.82 | 0.8 | i | -1 | -6% | -15% | -0.17 | 1243 | -0.6 | 1093 | 4.2 | 2.1 | 7.1 | 40% | i
CN1C(=O)NC(=O)/C(=C/c2ccc(C(=O)O)cc2)C1=O | -0.17 | -0.25 | -0.0066 | 0.4 | · | · | 0% | -6% | -0.08 | 994 | 0.3 | 1334 | · | · | · | 13% | i
C=CCn1c(O)c(C(CC)=Nc2cc(OC)ccc2OC)c(=O)[nH]c1=O | 0.15 | -0.4 | -0.26 | -0.11 | i | -31 | 14% | -18% | -0.33 | 1118 | 0.0 | 1105 | 3.4 | 3.0 | 5.1 | 16% | i
CN1CC2([N+](=O)[O-])CC=C(Cl)C([N+](=O)[O-])(C1)C2 (centres undefined) | -0.3 | -0.17 | 0.25 | 0.18 | i | -15 | 1% | -8% | 0.4 | 1507 | -0.4 | 1459 | 1.4 | 1.8 | 9.1 | -3% | i
CC(C)(C)C(=O)c1cn(Cc2ccccc2)c2ccccc12 | 0.78 | -0.37 | 1.1 | -1 | i | 5 | -16% | 32% | 1.1 | 1622 | 0.9 | 868 | 1.6 | 0.9 | 2.1 | -1% | i
O=C1/C(=C/c2cc([N+](=O)[O-])ccc2Cl)N2CCC1CC2 | -1.1 | 0.23 | -0.24 | 0.19 | i | -27 | -6% | 0% | · | · | · | · | 2.7 | 2.4 | 9.0 | 2% | i
O=C1C2CCCN2C(c2cccc(Cl)c2)N1c1ccccn1 (centres undefined) | 0.74 | 1.4 | 0.51 | -0.38 | i | -55 | 11% | -5% | -0.1 | 1537 | -0.8 | 1415 | 4.7 | 1.7 | 1.2 | 1% | i
Nc1ccnn1C1CCNCC1 | -0.32 | -0.27 | 0.11 | -0.2 | i | 0 | 10% | -4% | · | · | -1.8 | 1063 | 2.3 | 1.5 | 26 | 9% | i
CN1C(=O)N(C)C(=O)C2(Cc3cc([N+](=O)[O-])ccc3N(C)C2c2ccccc2)C1=O (centres undefined) | -0.7 | -0.21 | -0.097 | -0.33 | i | 4 | 16% | -12% | -0.62 | 1532 | -2.2 | 1065 | 3.5 | 2.7 | 6.6 | 6% | i
CC(=O)NC1CC2CCC(C1)N2 (centres undefined) | 0.083 | -0.17 | 0.56 | -0.42 | i | 6 | 11% | -7% | 0.06 | 1154 | 1.5 | 1109 | 4.0 | 4.0 | 11 | -4% | i
COc1ccc(CCNCc2cccc(C(F)(F)F)c2)cc1OC | -1.5 | -0.32 | -0.7 | 1.9 | i | 6 | 0% | -10% | -0.29 | 1576 | -1.5 | 1042 | 2.9 | 4.4 | 7.6 | 4% | i
CN(CCOc1ccc(C=C2C(=O)NC(=O)NC2=O)cc1)c1ccccn1 | 1.7 | -0.073 | 0.87 | -1.5 | i | 1 | -14% | -20% | 0.14 | 1603 | -0.6 | 1103 | 2.5 | 2.3 | 6.4 | 9% | i
Clc1ccc2c(c1)C(c1ccccc1Cl)=NCc1nnc(N3CCN(CCOc4ccccc4)CC3)n1-2 | -0.035 | -0.087 | 0.95 | -0.39 | i | 6 | 2% | -36% | -0.55 | 1119 | 1.2 | 395 | 3.2 | 1.3 | 1.8 | 11% | i
CCOc1ccc(NC(=O)C2C3c4ccccc4C(c4ccccc43)C2C(=O)O)cc1 (centres undefined) | 0.92 | -0.21 | 0.44 | -0.4 | i | -1 | -4% | -36% | -0.26 | 1469 | 0.6 | 1060 | 1.4 | 1.3 | 7.8 | 22% | i

Only part of the results is shown. The share of hits here may be higher or lower than overall.
